FXIIa inh: human FXIIa protease inhibitors, primary screen, biochemical, 1536-well. purified FXIIa, Boc-QGR-AMC fluorogenic substrate, 2 h. inhibition, % at 5 µM. 0.3% of 220,000 active. AID 800, 2007; in the data active = inhibition above about 40%;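 also: 0% = enzyme with no compound and 100% = blank without enzyme; many of its hits are not listed in these tables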
Target sequence (P00748 20-372 limits assumed): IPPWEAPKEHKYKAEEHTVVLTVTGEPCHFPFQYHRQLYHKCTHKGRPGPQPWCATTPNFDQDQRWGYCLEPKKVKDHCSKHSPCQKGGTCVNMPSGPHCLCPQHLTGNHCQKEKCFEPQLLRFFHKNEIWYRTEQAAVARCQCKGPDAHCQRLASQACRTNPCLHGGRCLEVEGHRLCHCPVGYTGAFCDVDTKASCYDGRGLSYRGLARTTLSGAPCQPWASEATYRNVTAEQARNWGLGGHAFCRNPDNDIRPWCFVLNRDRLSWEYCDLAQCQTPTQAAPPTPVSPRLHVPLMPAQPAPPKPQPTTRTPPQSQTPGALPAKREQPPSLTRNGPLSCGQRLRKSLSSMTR
Target sequence (P00748 373-615 limits assumed): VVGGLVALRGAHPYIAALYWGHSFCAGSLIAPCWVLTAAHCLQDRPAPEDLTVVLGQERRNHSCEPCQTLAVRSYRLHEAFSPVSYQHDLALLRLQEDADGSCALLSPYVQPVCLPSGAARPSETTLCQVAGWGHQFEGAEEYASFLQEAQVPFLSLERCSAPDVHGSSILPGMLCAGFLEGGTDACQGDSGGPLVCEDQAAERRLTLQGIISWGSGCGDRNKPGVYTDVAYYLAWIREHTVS
CHOP inhibitor: inhibitors of CHOP promoter induction, primary screen, cell-based, unfolded protein response, luciferase reporter. inhibition, % at 10 µM. 3.8% of 220,000 active. CHO-K1 CHOP-promoter luciferase, tunicamycin-induced, 15-18 h;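 active = compounds that reduced the stress-induced luciferase reporter signal by more than about 70% of percent inhibition, limit read from the data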;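 also: 0% = tunicamycin plus vehicle and 100% = wells without tunicamycin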
FXIa inh: human FXIa protease inhibitors, primary screen, biochemical, 1536-well | 0.14% of 220,000 active | Coagulation factor XI (Homo sapiens), P03951 | inhibition, % at 5 µM | purified FXIa, Boc-Glu-Ala-Arg-AMC fluorogenic substrate;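 active = inhibition of at least 40%; inactive = inhibition below 40%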;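 also: fluorescence of freed AMC excited at 355 nm; 0% = enzyme without compound and 100% = no enzyme blank; many of its hits are not listed in these tables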
EP2 antag: human EP2 receptor antagonists, primary screen, TR-FRET cAMP, C6 glioma cells; Prostaglandin E2 receptor EP2 subtype (Homo sapiens), P43116; 0.52% of 260,000 active; inhibition, % at 25 µM; AID 1422, 2008; C6 glioma cells expressing human EP2; cells stimulated with saturating PGE2;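 active = percent inhibition above 40 after rounding to a whole number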;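 also: rat C6 glioma host cells with rolipram phosphodiesterase inhibitor present; the protocol text gives 20 µM as final concentration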
Target sequence (P43116 whole entry, looked up): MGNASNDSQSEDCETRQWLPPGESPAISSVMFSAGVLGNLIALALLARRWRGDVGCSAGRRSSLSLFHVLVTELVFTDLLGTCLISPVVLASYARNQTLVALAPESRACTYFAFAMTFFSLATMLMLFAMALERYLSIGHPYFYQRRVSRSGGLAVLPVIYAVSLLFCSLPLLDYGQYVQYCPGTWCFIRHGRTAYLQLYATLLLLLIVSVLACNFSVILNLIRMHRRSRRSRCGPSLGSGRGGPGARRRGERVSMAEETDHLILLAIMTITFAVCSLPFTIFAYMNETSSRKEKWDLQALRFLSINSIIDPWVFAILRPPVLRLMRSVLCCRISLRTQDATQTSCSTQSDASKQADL
L929 necroptosis: inhibitors of zVAD-triggered necroptosis, primary screen, L929 cells | L929 zVAD necroptosis rescue, ATP luminescence, 24 h; with zVAD 60 µM | viability rescue, % at 10 µM | 0.38% of 220,000 active;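 active = activation, scaled between plate controls, above about 75%, limit read from the data; inactive = activation under that limit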;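 also: 0% = zVAD with DMSO and 100% = DMSO alone without zVAD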
PPC-1+TRAIL kill: compounds killing PPC-1 cancer cells with TRAIL present, primary screen, TRAIL potentiator project, ATPLite luminescence, uHTS | cell killing (% activity), % at 4 µM | PPC-1 cells + TRAIL, ATPLite viability luminescence | AID 1443, 2008 | 0.41% of 220,000 active;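 active = cell killing above 50% in the first pass at 4 µM, then a duplicate retest at 5 µM averaging 50% or more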;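 also: plate controls were cells with TRAIL plus DMSO for no effect and medium-only wells lacking cells for full effect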
Wee1 degr inh: Wee1 degradation inhibitors, primary screen, cell-based, HeLa, Wee1K328M-luciferase, luminescence | Wee1-like protein kinase (Homo sapiens), P30291 | HeLa Luc-Wee1K328M stability; 100% = proteasome inhibitor MG132 effect | reporter increase, % at 5 µM | 1.2% of 220,000 active;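 active = activation above the mean of all tested compounds plus 3 SD, set per screening run, cut at about 8.8% in these data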;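 also: cells exposed to compound for 20 h before luminescence read; 0% = DMSO alone and 100% = MG132 at 30 µM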
TbHK1 inh: Trypanosoma brucei hexokinase 1 inhibitors, primary screen, biochemical, G6PDH-coupled NADH absorbance, MLSCN library; recombinant TbHK1, G6PDH-coupled NADH A340; inhibition, % at 10 µM; 0.11% of 220,000 active; hexokinase 1 [Trypanosoma brucei];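 active = inhibition of 50% or more in the single-dose primary screen; inactive = inhibition below 50%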
TNF necrop inh: inhibitors of TNF-alpha triggered necroptosis, primary screen, cell-based, Jurkat FADD-/-, single concentration; Jurkat FADD-/- TNF necroptosis rescue, ATP luminescence, 24 h; 0 = TNF only, 100 = no-TNF cells; activation (protection from cell death), % at 10 µM; 0.068% of 220,000 active;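 active = activation, meaning protection from cell death, of at least 50% relative to plate controls; inactive = activation below 50%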;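 also: necroptosis triggered by 40 ng/mL TNF-alpha added together with compound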
* = called active by the depositor; / = no result given; & = joins results of further samples. An excerpt. The share of hits here may be higher or lower than overall.

SMILES	FXIIa inh	CHOP inhibitor	FXIa inh	EP2 antag	L929 necroptosis	PPC-1+TRAIL kill	Wee1 degr inh	TbHK1 inh	TNF necrop inh
C(=N\Nc1nc(N2CCCCCC2)nc(N2CCCCCC2)n1)/c1ccccc1	5	42	-1	10	4.4	9	-1	-5	2.1
CC1(C)NC(=O)NC2(C)NC(=O)NC(C)(C)C12 (stereo unspecified)	-6	32	-5	24	-0.2	-5	-1	-2	-1.9
NC1=NC[C@@H](Cc2ccc(O)cc2)N1CC1CCCCC1	11	-9	2	17	0.8	-2	/	4	1.3
N/C(=N\OC(=O)c1cccs1)C1(c2ccc(Cl)cc2Cl)CC1	5	-11	0	54*	0.6	15	0	0	1.3
Cc1nn(Cc2ccccc2)c(C)c1NC(=O)CSc1nc(C2CC2)nc2c1cnn2-c1ccccc1	17	42	18	20	0.0	7	-1	-1	-1.6
CSc1nsc(SCC(=O)Nc2ccc(OC(C)=O)cc2)n1	/	14	8	10	0.8	15	8	1	1.8
Cc1cc(/C=C(\C#N)C(=O)NC2CCCCCC2)c(C)[nH]1	2	5	-4	12	0.9	-6	5	-5	1.6
CC(=O)NCCn1c(SCc2cccc([N+](=O)[O-])c2)nc2ccccc2c1=O	-2	16	-9	9	0.1	6	3	-2	0.5
COC(=O)c1sc(=S)n(-c2cc(F)ccc2F)c1N	8	25	-16	7	3.2	-16	1	-11	0.2
CCS(=O)(=O)c1ccc(N=Nc2ccc(O)c3ncccc23)c(OC)c1	4	45	5	6	9.4	-11	-2	-5	-21
COCCn1c(COc2ccccc2)nnc1SCC(N)=O	/	/	/	/	-0.3	8	-1	3	-3.3
CCc1cc(=O)oc2cc(OCC(=O)OC)c(Cl)cc12	17	-9	6	-2	-0.2	8	-2	-9	-1.1
O=C(Nc1ccc(Cn2nnc3ccccc32)cc1)c1ccco1	12	11	6	11	-0.5	3	-2	27	1.4
CCC(C)[C@H](NC(=O)Nc1ccc(Oc2ccccc2)cc1)C(=O)O (stereo partly specified)	7	13	-2	0	0.1	11	-4	-7	-0.6
Cc1cccc(COCC(Cc2ccccc2)N2CCN(C(=O)c3ccc(Cl)c(Cl)c3)CCC2=O)c1 (stereo unspecified)	11	36	4	15	2.0	16	4	-4	0.1
O=C(NCc1ccccc1Cl)C1CCN(S(=O)(=O)c2ccc(F)cc2)CC1	3	-5	-2	6	-0.3	12	0	5	2.3
Cc1csc2ncc(C(=O)NCCC(c3ccccc3)c3ccccc3)c(=O)n12	2	28	-1	5	-0.8	6	1	-45	-0.9
O=C(O)CCC(=O)N1CCCC1	5	-7	1	3	1.6	-17	9.9*	-2	0.8
CCOC(=O)C=C1CCN(c2ncc(C(F)(F)F)cc2Cl)CC1	10	61	-7	6	0.0	5	0	2	-4.3
Cc1ccccc1-n1nnc2c(=O)oc3ccccc3c21	8	32	4	5	0.2	0	-2	-2	-0.6
CCCCS(=O)(=O)/C=C/[C@H]1[C@H](S(=O)(=O)CCCC)[C@H]2C=C[C@@H]1C2	10	10	0	11	-1.2	18	3	-3	-1.6
Cc1ccc(-c2nc(SCC(=O)NCC3CCCO3)c(-c3ccc(Cl)cc3)[nH]2)cc1 (stereo unspecified)	-3	51	-5	11	/	0	3	-2	0.0
CCN(CCCCCN(C)C)Cc1cc2ccccc2o1	14	7	10	6&10	2.3	21	-1	4	5.5
C=CCSC1=N/C(=C\c2ccc3c(c2)OCO3)C(=O)S1	14	62	1	11	4.1	27	5	23	-4.1
COc1ccc(C(=O)CC(=O)O)c2c1C=CC(C)(C)O2	2	-35	3	4&13	0.0	16	-1	14	0.0
CC1(C(=O)NC(=S)N(Cc2ccccc2)c2ccccn2)CC1(Cl)Cl (stereo unspecified)	-5	3	-9	7	0.1	38	0	-3	2.5
O=C(COC(=O)c1ccccc1Br)NCc1ccccc1	15	-17	7	5	0.9	12	1	34	1.9
COC(=O)c1ccc(NC(=O)CNCc2ccncc2)cc1	7	2	2	15	1.4	8	1	15	1.6
CC(C)CC(=O)N1CCN(C(=O)CCC2CCCC2)CC1	14	40	2	8	0.1	3	-2	8	-0.8
CCOC(=O)c1sc2nc(-c3cccnc3)ccc2c1N	5	-18	-2	17	49	42	9.3*	-1	-0.9
COc1ccc(C)cc1NC(=O)C1C2C=CC(C2)C1C(=O)O (stereo unspecified)	28	-7	18	12	-0.2	34	2	-1	-1.8
O=c1c2cccc3c2c(nn1CN1CCOCC1)-c1ccccc1-3	12	22	1	8	73	7	1	-26	-1.5
Cc1ccc(NC(=S)N(CCCN2CCOCC2)Cc2ccccn2)cc1Cl	9	0	5	16	-0.1	24	-1	-7	3.0
COc1cc(/C=N/NC(=O)NC2CCCCC2)ccc1O	-2	12	-6	9	1.9	18	1	-24	2.0
COc1ccc(/C(N)=N/OC(=O)Cc2ccc(OC)c(OC)c2)cc1	10	19	-1	5	0.6	15	-3	0	-4.2
CN=c1sc(C(=O)Nc2cccc(Cl)c2)cc(=O)n1C	7	5	1	8	5.5	30	0	-13	2.6
COc1ccccc1C(=O)Nc1ccccc1N1CCOCC1	-14	8	-18	0	0.1	-9	1	-1	-0.2
O=Cc1sc(Nc2ccccc2)nc1Cl	3	-43	-2	5	1.5	-3	-3	-28	-0.3
O=C(NCc1ccc(Cl)cc1Cl)c1ccc2nc[nH]c2c1	12	34	4	9	0.8	0	3	4	2.1
C=CCn1c(SCC(=C)C)nc2c1c(=O)[nH]c(=O)n2C	11	-11	4	7	0.3	-4	/	-6	-3.0
c1ccc2c3c([nH]c2c1)C1(CCCCC1)NCC3	8	16	-1	12	1.3	-7	-1	-8	0.9
O=C(O)C1CC=CCC1C(=O)Nc1cccc(F)c1 (stereo unspecified)	7	17	-2	4	-0.1	23	-1	1	-1.4
Cc1ccc(NC(=O)COC(=O)CCC(=O)c2cccs2)cc1C	5	6	-4	8	0.3	6	0	10	0.1
O=C(COC(=O)c1ccccn1)NCc1ccccc1	7	33	-9	8&4	0.0	5	-3	0	-2.9
COC(=O)C1=C(N)Oc2cc(C)n(CCc3ccccc3)c(=O)c2C1c1cccnc1 (stereo unspecified)	13	32	-1	18	-0.4	-3	-3	-2	-2.1
O=C(O)C1CC=CCC1C(=O)NCc1ccccc1 (stereo unspecified)	9	-30	5	7	0.1	14	1	5	-0.1
COc1ccc(-c2nnc(NC(=O)c3ccc(F)cc3)o2)cc1	3	12	-1	/	0.1	31	-2	-7	-1.8
O=C(COc1ccc2ccccc2c1)NNC(=O)Cc1cccc2ccccc12	8	0	6	5	0.8	-2	-2	-5	-0.7
Cc1nn(-c2ccc(F)cc2F)c(=O)c2noc(C)c12	11	-6	4	9	0.2	7	3	-15	0.3
CCOc1c(Br)cc(C(N)=O)cc1OCc1ccccc1	8	18	1	14	0.0	-8	1	3	-1.7
CC(C)CCNC(=O)Cn1c2c(c(-c3ccccc3Cl)cc1=O)CCC2	3	34	1	13	2.2	24	4	-5	-0.5
CN1CCN(CC#CCC(O)(c2ccccc2)c2ccccc2)CC1	5	4	-3	9	-0.5	9	3	3	0.7
O=C(NCC1CCCO1)C(C(=O)c1ccc(F)cc1)n1ccccc1=O (stereo unspecified)	10	1	-2	4	0.1	3	-3	3	0.4
CC(=O)Nc1ccc(Cc2ccncc2)cc1	14	-21	2	1	-0.1	-3	1	5	0.2
Cc1ccc(NC(=O)Cn2c(=O)n(Cc3ccco3)c(=O)c3ccccc32)c(C)c1	8	24	1	9	0.2	16	4	-5	1.6
CCn1c(O)c(C=NC2CCCC(C)C2C)sc1=S (stereo unspecified)	10	-17	2	12	31	-8	1	5	11
COc1ccc(C(c2sc3nc(C)nn3c2O)N2CCC3(CC2)OCCO3)cc1 (stereo unspecified)	20	9	5	17	-0.1	13	1	-5	-1.0
CC(=O)c1cccc(NC(=O)C(=O)Nc2cccc3ccccc23)c1	9	-14	-2	9	11	1	-4	2	1.2
CC(=O)c1sccc1NC(=O)CC(C)(C)CC(=O)O	11	7	-1	9	-0.4	26	-1	-14	0.3
COc1ccc(-c2nc(-c3cccc(C)c3)nc(N3CCN(C)CC3)c2C#N)cc1	15	30	5	6	3.4	-2	-3	-22	-5.8
C=C(C)COc1ccc2oc(C)c(C(=O)OCCOC)c2c1	26	21	22	5	-0.1	13	-1	6	-2.5
Cn1ncc(N=Cc2ccc([N+](=O)[O-])cc2)c1C(=O)N1CCOCC1	8	-11	-14	6	0.1	-3	-1	-16	-1.3

Part of the list above, as labelled records:
> COc1ccc(C(c2sc3nc(C)nn3c2O)N2CCC3(CC2)OCCO3)cc1 (stereo unspecified)
  FXIIa inh: 20	CHOP inhibitor: 9	FXIa inh: 5	EP2 antag: 17	L929 necroptosis: -0.1	PPC-1+TRAIL kill: 13	Wee1 degr inh: 1	TbHK1 inh: -5	TNF necrop inh: -1.0
> C=C(C)COc1ccc2oc(C)c(C(=O)OCCOC)c2c1
  FXIIa inh: 26	CHOP inhibitor: 21	FXIa inh: 22	EP2 antag: 5	L929 necroptosis: -0.1	PPC-1+TRAIL kill: 13	Wee1 degr inh: -1	TbHK1 inh: 6	TNF necrop inh: -2.5
> CCn1c(O)c(C=NC2CCCC(C)C2C)sc1=S (stereo unspecified)
  FXIIa inh: 10	CHOP inhibitor: -17	FXIa inh: 2	EP2 antag: 12	L929 necroptosis: 31	PPC-1+TRAIL kill: -8	Wee1 degr inh: 1	TbHK1 inh: 5	TNF necrop inh: 11
> Cc1nn(-c2ccc(F)cc2F)c(=O)c2noc(C)c12
  FXIIa inh: 11	CHOP inhibitor: -6	FXIa inh: 4	EP2 antag: 9	L929 necroptosis: 0.2	PPC-1+TRAIL kill: 7	Wee1 degr inh: 3	TbHK1 inh: -15	TNF necrop inh: 0.3

A different layout for some results above:
SMILES: CC(C)CCNC(=O)Cn1c2c(c(-c3ccccc3Cl)cc1=O)CCC2
  FXIIa inh: 3; CHOP inhibitor: 34; FXIa inh: 1; EP2 antag: 13; L929 necroptosis: 2.2; PPC-1+TRAIL kill: 24; Wee1 degr inh: 4; TbHK1 inh: -5; TNF necrop inh: -0.5

SMILES: CN1CCN(CC#CCC(O)(c2ccccc2)c2ccccc2)CC1
  FXIIa inh: 5; CHOP inhibitor: 4; FXIa inh: -3; EP2 antag: 9; L929 necroptosis: -0.5; PPC-1+TRAIL kill: 9; Wee1 degr inh: 3; TbHK1 inh: 3; TNF necrop inh: 0.7

Bioassay records as filed in PubChem.
